TRAIL sens C8 – caspase-8 TRAIL sensitization; NB7+C8 cells + TRAIL, ATPlite viability luminescence; inhibition (viability loss, TRAIL sensitization), % at 10 µM; 360,000 compounds, 1% hits;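 active = compounds causing at least 50% loss of cell viability in the single-dose screen, relative to plate controls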
TLR9-MyD88 block – inhibitors of human TLR9-MyD88 binding; Q9NR96+Q99836; CHO BLA complementation TLR9-MyD88, CCF4 FRET ratio; inhibition, % at 4.98 µM; 340,000 compounds, 0.21% hits; AID 504734;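 active = inhibition above the mean over all tested compounds plus 3 SD, cut at about 21% in these data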;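 note: 0% = DMSO only wells and 100% = clavulanate BLA inhibitor control wells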
SRC3 inh – inhibits human SRC3 coactivator; AID 588352; Q9Y6Q9; HEK293 GAL4-SRC3 luciferase reporter, luminescence; 360,000 compounds, 0.17% hits; inhibition, % at 3.6 µM;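 active = inhibition above a per-campaign cutoff, the mean of all compounds plus 3 SD, cut at about 60% in these data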;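 note: 0% = DMSO-treated cells and 100% = gossypol-treated cells at 36 µM; higher means less SRC3-driven luciferase light from the GAL4 reporter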
SRC2 inh – human SRC2 (NCOA2) inhibition; AID 651957; HEK293 GAL4-SRC2 luciferase reporter, luminescence; inhibition, % at 9 µM; 370,000 compounds, 0.17% hits; Q15596;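 active = inhibition above the mean inhibition of all tested compounds plus 3 SD, set per campaign, cut at about 52% in these data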;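 note: 0% = DMSO treated cells and 100% = cells given Gossypol at 36 µM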
NOD2-RIPK2 inh – NOD2-RIPK2 protein interaction inhibition | O43353 | CHO BLA complementation NOD2-RIPK2, CCF4 ratio | inhibition, % at 4.98 µM | 360,000 compounds, 0.38% hits | AID 624267; in the data active = inhibition above about 21%;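 note: 0% = vehicle only and 100% = reference blocker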
EBV LMP1 NFkB – reduces LMP1-driven NF-kappaB luciferase signal | LMP1-induced NF-kappaB luciferase reporter cells, luminescence | AID 504558 | 350,000 compounds, 0.69% hits | inhibition, % at 12.5 µM; in the data active = inhibition above about 41%;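 note: 0% = neutral control wells and 100% = reference inhibitor control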
NR5A2 inv ag – NR5A2 inverse agonism in reporter assay; AID 602396; inhibition, % at 3.6 µM; 360,000 compounds, 0.13% hits; HEK293T StAR-luciferase reporter, LRH-1 transfected, 24 h;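 active = inhibition above the mean inhibition of all tested compounds plus 3 SD, cut at about 73% in these data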;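 note: 0% = DMSO wells and 100% = reporter-only cells lacking LRH-1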
TWEAK-Fn14 inh – TWEAK-Fn14 signaling inhibition. 360,000 compounds, 2% hits. AID 1159606. inhibition, % at 10 µM. TWEAK-stimulated Fn14 reporter cells, luciferase luminescence, 8 h; in the data active = inhibition above about 50%
NCOA1 inh – human NCOA1 inhibition. Q15788. HEK293 GAL4-SRC1 luciferase reporter, luminescence. inhibition, % at 3.6 µM. 360,000 compounds, 0.12% hits. AID 588354;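 active = inhibition above the campaign mean plus 3 SD, with each screening campaign given its own cutoff, cut at about 60% in these data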;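 note: 0% = DMSO treated cells and 100% = gossypol at 36 µM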
NR2F2 inh – inhibitors of human COUP-TFII (NR2F2). HEK293T NGFI-A luciferase reporter, luminescence. inhibition, % at 8.6 µM. 370,000 compounds, 0.7% hits;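 active = inhibition above a per-plate cutoff, mean inhibition of test wells between control levels plus 3 SD, cut at about 38% in these data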;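 note: cells cotransfected with COUP-TFII expression vector driving the NGFI-A reporter; 0% = median of COUP-TF2 test wells and 100% = reporter-only cells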
TROY signal inh – inhibitors of TROY-dependent NF-kB signaling; Q293 LMP1-TROYcd NF-kB luciferase reporter, 4 h; inhibition, % at 10 µM; 360,000 compounds, 0.98% hits; AID 1347056;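 active = compounds whose plate-normalised and pattern-corrected inhibition of the luciferase reporter signal at the single screening dose is 50% or more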
The depositor's hits bear a star; x = not tested or not shown. Not all compounds are listed; rates above refer to the full screens.

| canonical_smiles | EBV LMP1 NFkB | SRC3 inh | TLR9-MyD88 block | TWEAK-Fn14 inh | NR2F2 inh | NCOA1 inh | SRC2 inh | NOD2-RIPK2 inh | NR5A2 inv ag | TRAIL sens C8 | TROY signal inh |
| --- | --- | --- | --- | --- | --- | --- | --- | --- | --- | --- | --- |
| COc1ccc(Cc2c3cc(OC)c(OC)cc3cc[n+]2C)cc1OC | -0.6 | 9.7 | 4.4 | -14.5 | x | 2.2 | x | 2.2 | 10.0 | 10.9 | -7.5 |
| O=C(COc1ccc2cc(Br)ccc2c1)N1CCCC1 | 1.4 | -10.6 | 5.8 | -22.0 | -25.2 | -68.9 | -17.9 | -3.1 | -53.0 | 31.6 | -33.5 |
| COc1ccc(S(=O)(=O)N2CCCCCC2)cc1C(=O)N(C)Cc1cccs1 | 1.1 | 1.5 | 4.0 | -13.7 | -15.9 | -6.2 | 10.3 | 4.1 | 13.8 | -1.5 | -5.6 |
| CN(C)CC(=O)N[C@@H]1CC[C@@H](CC(=O)NCCN2CCCCC2)O[C@@H]1CO | x | x | x | x | 4.1 | x | -3.5 | -0.8 | -25.4 | -2.6 | x |
| COc1cc(C(=O)N2CCN(C(=O)COc3ccc4ccccc4c3)CC2)cc(OC)c1OC | 0.1 | 5.2 | 0.5 | 4.5 | -7.7 | -15.6 | -2.3 | -2.1 | 5.0 | 7.6 | 7.8 |
| Cc1ccc(C)c(N2CCN(C(=O)C3CCN(S(=O)(=O)c4c(C)noc4C)CC3)CC2)c1 | 7.8 | 1.7 | -0.7 | -0.6 | 53.4* | 18.4 | 21.9 | -9.3 | 26.6 | 8.0 | 18.9 |
| CSC(=S)NCc1cccnc1 | 22.7 | 7.3 | -4.6 | 29.0 | -7.3 | -6.6 | -2.1 | 6.5 | -12.1 | -2.5 | -17.1 |
| COc1ccc(NC(=O)CS(=O)(=O)c2cn(CC(=O)N3CCCC3)c3ccccc23)c(OC)c1 | -5.4 | 17.1 | -10.3 | 2.5 | -10.0 | 3.7 | -5.7 | 0.4 | 1.2 | -3.0 | 12.8 |
| Fc1ccc(C2NC(=S)NC3=C2N2CCC3CC2)cc1 (stereo unspecified) | 6.0 | 7.2 | 5.2 | -3.2 | -2.5 | -0.3 | 0.6 | 5.7 | 0.5 | -11.7 | -7.7 |
| CSc1ncccc1C(=O)OCC(=O)c1cccs1 | 11.6 | 13.0 | -5.3 | 16.8 | -15.1 | -9.7 | -32.3 | -8.4 | 6.0 | -0.9 | -8.8 |
| NC(=S)N/N=C/c1ccccc1[N+](=O)[O-] | 5.1 | 25.4 | 2.6 | -13.1 | -19.1 | -2.4 | -13.1 | -0.6 | 34.0 | -4.6 | -20.9 |
| CCOCCCn1c(SCc2nc3ccccc3s2)nc2ccccc2c1=O | 27.5 | -57.4 | -2.2 | 73.3* | -20.3 | -61.5 | -45.7 | -14.0 | -24.9 | 25.5 | 52.5* |
| CC1CCc2onc(C(=O)NCc3ccco3)c2C1 (stereo unspecified) | 1.7 | -19.9 | 5.4 | 8.3 | -4.7 | -40.2 | -25.0 | -4.5 | -20.5 | 7.0 | -4.8 |
| CN(C)c1ccc(/C=C2\SC(=S)N(Nc3ncc(C(F)(F)F)cc3Cl)C2=O)cc1 | -6.1 | -3.3 | -0.3 | -10.3 | 5.9 | -3.4 | -4.9 | 1.2 | -12.9 | 1.5 | -3.2 |
| CCOP(=O)(OCC)C(Nc1ccccn1)c1ccccc1 (stereo unspecified) | -3.1 | 17.0 | -4.8 | 17.6 | 15.3 | 13.5 | -4.7 | -8.0 | 13.6 | 3.7 | 9.1 |
| O=C(CSc1ncn[nH]1)NCCCc1ccccc1 | -3.6 | 0.5 | 0.5 | -13.0 | 3.3 | 0.6 | -4.8 | 3.8 | 13.4 | -13.0 | -5.3 |
| O=c1[nH]c(CN2CCN(c3ccc(O)cc3)CC2)nc2scc(-c3ccc(Cl)cc3)c12 | 14.7 | 2.6 | 6.2 | 8.7 | 15.7 | -0.9 | 12.2 | 2.2 | -2.2 | 45.1 | 22.4 |
| CCSc1nnc(NC(=O)CSc2nc3c(c(=O)n2-c2ccccc2OC)SCC3)s1 | 18.5 | 7.9 | -6.7 | 16.1 | 1.3 | -9.6 | 13.3 | -4.8 | -9.8 | -6.7 | -19.3 |
| Cc1cc(C)n2ncc(C(=O)O)c2n1 | -4.7 | 12.7 | -4.4 | -11.2 | -7.4 | -1.4 | 4.8 | -1.6 | -6.7 | 9.4 | 5.3 |
| CCNC(=S)NNC(=O)CCc1nc2cc(Cl)ccc2n(Cc2ccccc2)c1=O | 1.2 | -2.4 | 3.8 | 3.6 | 2.0 | -0.4 | -7.7 | -2.5 | -0.2 | 3.4 | -2.8 |
| CCOc1ccc(C(C)=O)cc1CN1C(=O)C(=O)N(CC)C1=O | 5.9 | -2.5 | -2.3 | 0.0 | 2.1 | -11.4 | 8.1 | -6.7 | -7.8 | 0.3 | 4.0 |

A draw from above in order of count of non-hydrogen atoms, ascending:
| canonical_smiles | EBV LMP1 NFkB | SRC3 inh | TLR9-MyD88 block | TWEAK-Fn14 inh | NR2F2 inh | NCOA1 inh | SRC2 inh | NOD2-RIPK2 inh | NR5A2 inv ag | TRAIL sens C8 | TROY signal inh |
| --- | --- | --- | --- | --- | --- | --- | --- | --- | --- | --- | --- |
| CSC(=S)NCc1cccnc1 | 22.7 | 7.3 | -4.6 | 29.0 | -7.3 | -6.6 | -2.1 | 6.5 | -12.1 | -2.5 | -17.1 |
| Cc1cc(C)n2ncc(C(=O)O)c2n1 | -4.7 | 12.7 | -4.4 | -11.2 | -7.4 | -1.4 | 4.8 | -1.6 | -6.7 | 9.4 | 5.3 |
| O=C(CSc1ncn[nH]1)NCCCc1ccccc1 | -3.6 | 0.5 | 0.5 | -13.0 | 3.3 | 0.6 | -4.8 | 3.8 | 13.4 | -13.0 | -5.3 |
| Fc1ccc(C2NC(=S)NC3=C2N2CCC3CC2)cc1 (stereo unspecified) | 6.0 | 7.2 | 5.2 | -3.2 | -2.5 | -0.3 | 0.6 | 5.7 | 0.5 | -11.7 | -7.7 |
| CCOP(=O)(OCC)C(Nc1ccccn1)c1ccccc1 (stereo unspecified) | -3.1 | 17.0 | -4.8 | 17.6 | 15.3 | 13.5 | -4.7 | -8.0 | 13.6 | 3.7 | 9.1 |
| COc1ccc(S(=O)(=O)N2CCCCCC2)cc1C(=O)N(C)Cc1cccs1 | 1.1 | 1.5 | 4.0 | -13.7 | -15.9 | -6.2 | 10.3 | 4.1 | 13.8 | -1.5 | -5.6 |
| CN(C)c1ccc(/C=C2\SC(=S)N(Nc3ncc(C(F)(F)F)cc3Cl)C2=O)cc1 | -6.1 | -3.3 | -0.3 | -10.3 | 5.9 | -3.4 | -4.9 | 1.2 | -12.9 | 1.5 | -3.2 |
| O=c1[nH]c(CN2CCN(c3ccc(O)cc3)CC2)nc2scc(-c3ccc(Cl)cc3)c12 | 14.7 | 2.6 | 6.2 | 8.7 | 15.7 | -0.9 | 12.2 | 2.2 | -2.2 | 45.1 | 22.4 |
| COc1cc(C(=O)N2CCN(C(=O)COc3ccc4ccccc4c3)CC2)cc(OC)c1OC | 0.1 | 5.2 | 0.5 | 4.5 | -7.7 | -15.6 | -2.3 | -2.1 | 5.0 | 7.6 | 7.8 |
